# Assay outcomes as filed in PubChem BioAssay.
# SIRT5 block = inhibitors of human sirtuin-5 desuccinylase; inhibition, % at 15 µM; Purified SirT5, succinyl-peptide AMC, trypsin-coupled fluorescence; AID 652115; 330,000 tested, 1.1% active; in the data active = inhibition above about 15%
# Target sequence (Q9NXA8 whole entry, looked up): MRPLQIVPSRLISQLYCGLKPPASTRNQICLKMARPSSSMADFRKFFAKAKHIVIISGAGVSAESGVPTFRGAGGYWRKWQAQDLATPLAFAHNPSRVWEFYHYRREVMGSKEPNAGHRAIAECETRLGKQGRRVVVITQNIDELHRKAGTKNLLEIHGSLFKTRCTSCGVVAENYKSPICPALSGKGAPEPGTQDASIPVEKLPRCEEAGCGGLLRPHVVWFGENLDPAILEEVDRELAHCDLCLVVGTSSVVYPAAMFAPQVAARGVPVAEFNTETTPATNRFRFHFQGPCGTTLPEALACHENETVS
# ERp5 block = ERp5 (human) disulfide isomerase inhibition; Q15084; ERp5 insulin aggregation, absorbance 650 nm, 90 min; inhibition, % at 9.99 µM; 350,000 tested, 0.05% active; AID 651711;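 active = mean replicate inhibition above about 25%, with every replicate also reaching it, limit read from the data, passing the limit was not always enough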
# Target sequence (Q15084 whole entry, looked up): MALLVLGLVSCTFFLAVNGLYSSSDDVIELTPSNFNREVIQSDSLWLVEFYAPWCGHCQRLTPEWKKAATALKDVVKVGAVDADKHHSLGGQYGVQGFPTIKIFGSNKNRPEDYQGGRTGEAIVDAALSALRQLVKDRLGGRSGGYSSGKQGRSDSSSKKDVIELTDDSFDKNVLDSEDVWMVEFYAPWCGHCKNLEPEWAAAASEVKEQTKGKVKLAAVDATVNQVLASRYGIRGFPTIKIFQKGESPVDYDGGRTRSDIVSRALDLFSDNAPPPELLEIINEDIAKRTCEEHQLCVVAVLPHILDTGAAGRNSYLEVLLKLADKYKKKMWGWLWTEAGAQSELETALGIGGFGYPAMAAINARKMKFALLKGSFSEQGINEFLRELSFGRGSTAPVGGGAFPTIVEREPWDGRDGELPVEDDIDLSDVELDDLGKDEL
# * hit, by the source's call; & = joins results of further samples. Only part of the results is shown; count on the stated rates, not on these rows.
SIRT5 block	ERp5 block	canonical_smiles
-4	-2	CC1CCCN(c2nc3nonc3nc2Nc2ccccc2F)C1 (stereo not drawn)
16*	-3	O=C1CN(S(=O)(=O)Cc2ccccc2)C[C@H]2[C@@H](c3ccc(C#Cc4ccccc4)cc3)[C@H](CO)N12
0	2	C[C@@H]1CN([C@@H](C)CO)C(=O)c2c(c3ccccc3n2C)-c2ccccc2CO[C@@H]1CN(C)C(=O)Nc1cccc(C(F)(F)F)c1
6	-7	C/C=C/c1ccc([C@@H]2[C@@H](CO)N3C(=O)CN(S(=O)(=O)c4cccc(F)c4)C[C@H]23)cc1
-1	1	CCCNC(=O)N1[C@H](CO)[C@H](c2ccccc2)[C@@H]1CNC(=O)C1CCCC1
-3	3	CCC(=O)N1CC2(C1)[C@H](c1ccc(-c3ccccc3C)cc1)[C@H](CO)N2C(=O)CC
0	-1	Cc1occc1C(=O)N/N=C/c1sc(N2CCOCC2)nc1-c1ccccc1
-2	-5	CCOc1ccccc1CN1CCN(Cc2cccc3c2OCO3)CC1CCO (stereo not drawn)
-2	3	O=C(c1ccc2c(c1)OCO2)N1CC2(C1)[C@@H](c1ccccc1)[C@@H](CO)N2C(=O)C1CC1
-1	20	O=C(C[C@@H]1C=C[C@@H](NC(=O)c2ccncc2)[C@H](CO)O1)Nc1ccccc1
3	2	C[C@@H]1CN([C@@H](C)CO)C(=O)Cc2cc(NC(=O)Nc3ccc(C(F)(F)F)cc3)ccc2O[C@H]1CN(C)S(=O)(=O)c1ccccc1
3	0	C[C@H]1CN([C@@H](C)CO)C(=O)c2cc(NC(=O)CCCCCC(=O)Nc3ccccc3N)ccc2O[C@H]1CN(C)Cc1ccc2c(c1)OCO2
-2	4	COc1cc(Cl)c(C)cc1NC(=O)c1ccc(NS(=O)(=O)c2ccc(F)c(F)c2)cc1
-1	2	COc1ccc2cc(CN(Cc3cccnc3)Cc3nnnn3Cc3ccccc3)c(=O)[nH]c2c1
5	1	Cn1cnc(S(=O)(=O)NC[C@@H]2CC[C@@H]3[C@@H](CN3Cc3nccs3)O2)c1
3	3	CC(=O)N(CC(C)C)C[C@@H]1[C@H](c2ccc(C3=CCCC3)cc2)[C@H](CO)N1C(C)=O
5	2	O=c1c(-c2ccccc2)nc2ccccc2n1C(c1ccccn1)c1nc2ccccc2[nH]1 (stereo not drawn)
0	7	CCCNC(=O)N1CC2(CCN(S(C)(=O)=O)CC2)c2c(n(C)c3cc(OC)ccc23)[C@H]1CO
1	7	O=C1CCC(C(=O)N2CCN(c3ccccc3)CC2)CN1Cc1ccc(Cl)cc1 (stereo not drawn)
2	-4	C/C=C/c1ccc([C@H]2[C@H]3CN(S(=O)(=O)c4cccc(F)c4)CC(=O)N3[C@H]2CO)cc1
-2	17	COc1ccc(NC(=O)Cc2ccccc2F)cn1
-104	1	CN1[C@@H]2c3ccc(/C=C/c4ccccc4)c(=O)n3C[C@H]1[C@H](CO)[C@H]2C(=O)NC1CCCCC1
9	4	COc1cc(CN2CC3(CCN(C(=O)Nc4c(C)noc4C)CC3)c3c([nH]c4cc(OC)ccc34)[C@H]2CO)cc(OC)c1
0	4	CCCNC(=O)N(C)C[C@@H]1Oc2ncc(C#CCC(C)C)cc2C(=O)N([C@@H](C)CO)C[C@@H]1C
-3	-3	Cc1ccc(-c2ccc(C3[C@H]4CNC[C@@H]3N4S(=O)(=O)c3ccccc3F)cc2)cc1 (stereo partly drawn)
-1	0	CC=Cc1ccc2n(c1=O)C[C@@H]1[C@@H](CO)[C@H](C(=O)N3CCc4ccccc4C3)N(C)[C@H]21 (mixture of isomers)
3	-2	C[C@@H]1CN([C@@H](C)CO)C(=O)c2c(c3ccccc3n2C)-c2ccccc2CO[C@H]1CN(C)Cc1ccc2c(c1)OCCN2C
-1	1	COc1cc2c(c(OC)c1OC)C1(CCCCC1)CC2NS(=O)(=O)C(C)C (stereo not drawn)
-3	0	CC(O)C(=O)N/N=C/c1cccc2ccccc12 (stereo not drawn)
-8	-4	CC(C)CC#Cc1ccc([C@H]2[C@H]3CN(C(=O)NC4CCCC4)CC(=O)N3[C@H]2CO)cc1
-2	10	N#C[C@H]1[C@@H](c2ccccc2-c2cccc(F)c2)[C@@H](CO)N1C(=O)C1CCCCC1
-4	4	CC(C)(C)NC(=O)/C(=C\C=C\c1ccccc1)NC(=O)c1ccc([N+](=O)[O-])cc1
1	0	O=C(NC(=S)Nc1ccccn1)c1cncc(Br)c1
-3	0	Cc1nnc(N/N=C/c2ccccc2O)n1N
-2	-2	CC(C)(C)n1nnnc1C(c1cc2ccccc2o1)N1CCCC1 (stereo not drawn)
0	4	COC(=O)[C@]12CCCCC=C1N(Cc1ccc(Cl)cc1Cl)C(=O)[C@H](CC(=O)NCc1cccc3ccccc13)C2
-5	-1	CCCCCCCCN1C(=O)[C@H](CC(=O)NCCCCc2ccccc2)C[C@@]2(C(=O)OCC)CCCC=C12
16*	1	O=C(NC1CCCCC1)C1c2ccccc2OCC(=O)N1Cc1ccco1 (stereo not drawn)
-4	4	CC(C)CCN1CCN(C2CCN(c3ccccc3)CC2)CC1CCO (stereo not drawn)
17*	5	COC(=O)C1=C(C)N(C)C(=O)NC1c1ccc([N+](=O)[O-])o1 (stereo not drawn)

# Laid out differently: entries from further up
molecule	SIRT5 block	ERp5 block
CC(C)CCN1CCN(C2CCN(c3ccccc3)CC2)CC1CCO (stereo not drawn)	-4	4
COC(=O)C1=C(C)N(C)C(=O)NC1c1ccc([N+](=O)[O-])o1 (stereo not drawn)	17*	5

# (list continues)
SIRT5 block	ERp5 block	canonical_smiles
-4	3	CC(C)n1c(-c2ccncc2)n[nH]c1=S
-3&0	-6&4	COc1cccc(-c2ccc(C3[C@@H]4CN(C(=O)C5CCC5)C[C@H]3N4)cc2)c1 (stereo partly drawn)
2	5	C/C=C/c1ccc([C@H]2[C@H]3CN(C(=O)c4cnccn4)CC(=O)N3[C@H]2CO)cc1
0	-4	O=C(NCCN1CCC(n2c(=O)[nH]c3ccccc32)CC1)c1ccc(F)c(C(F)(F)F)c1
5	2	CCOC1=C2CN(S(=O)(=O)c3ccc(C)cc3)C(c3ccccc3)CC2N(S(=O)(=O)c2ccc(C)cc2)C(c2ccc(Br)cc2)C1 (stereo not drawn)
1	-2	CCCCNC(=O)N(c1c(N)n(Cc2ccccc2)c(=O)[nH]c1=O)C1CCCC1
-1	3	COc1ccc(CCNC(=O)c2cc([C@@H](NC(=O)OC(C)(C)C)C(C)C)sc2N)cc1OC
-10	14	O=C(c1cccc(F)c1)N1CC(=O)N2[C@H](CO)[C@@H](c3ccc(C#Cc4ccc(F)cc4)cc3)[C@@H]2C1
-5	2	CCC/C=N/NC(=O)c1[nH]c2c([N+](=O)[O-])cccc2c1C
0	-5	O=C(c1cccc(F)c1)N1CC2(C1)[C@H](c1ccccc1)[C@@H](CO)N2C(=O)C1CCC1
-6	1	CC1CC[C@@]2(OC1)O[C@H]1CC3[C@@H]4C[C@@H](O)[C@@]5(O)C[C@@H](O)[C@H](O)C[C@]5(C)[C@H]4CC[C@]3(C)[C@H]1[C@@H]2C (stereo partly drawn)
14	-1	COc1cccc(CN(C)C[C@@H]2OCc3ccccc3-c3c(n(C)c4ccccc34)C(=O)N([C@H](C)CO)C[C@@H]2C)c1
4	-4	O=C(c1ccc2c(c1)OCO2)N1CC2(C1)[C@@H](c1ccccc1)[C@@H](CO)N2C(=O)C1CCCC1
-3	5	CC(=O)c1cc(CN2CCN(C3CCN(C(C)C)CC3)C(CCO)C2)cs1 (stereo not drawn)
5	-6	C[C@H]1CN([C@@H](C)CO)C(=O)Cc2cc(NS(=O)(=O)c3cccs3)ccc2O[C@H]1CN(C)S(=O)(=O)c1ccc(F)cc1
-3	-5	CCCNC(=O)c1cc2c(c(-c3cccc(-c4ccccc4F)c3)n1)[C@@H](CCO)N(C(=O)CC1CC1)C2
1	5	Cn1cc(/C=N/NC(=O)COc2ccccc2[N+](=O)[O-])c2ccccc21
3	5	O=C(C1CC1)N1CC(=O)N2[C@H](CO)[C@@H](c3ccc(C#CC4CCCC4)cc3)[C@@H]2C1
3	-2	COc1ccc(C#Cc2ccc3c(c2)[C@@H]2[C@@H](CCN2C(=O)C2CCCC2)[C@@H](CO)N3)cc1
4	-1	C[C@@H]1CN([C@@H](C)CO)C(=O)c2cc(NC(=O)Nc3ccc4c(c3)OCO4)ccc2O[C@H]1CN(C)Cc1ccc(C(=O)Nc2ccccc2N)cc1
1	-2	C/C=C/c1ccccc1[C@H]1[C@@H](C#N)N(C(=O)NC2CCCCC2)[C@H]1CO
4	0	C[C@@H]1CN([C@@H](C)CO)C(=O)c2ccccc2-c2ccccc2CO[C@@H]1CN(C)C(=O)Nc1cccc(Cl)c1Cl
-3	22	COCC(=O)N1CC2(C1)[C@H](c1ccc(-c3cccc(F)c3)cc1)[C@@H](CO)N2C(=O)COC
8	-4	N#C[C@H]1[C@@H](c2ccc(-c3cccc(F)c3)cc2)[C@@H](CO)N1C(=O)NC1CCCCC1
-6	-7	CCC(C)NC(=O)Nc1ccc(Br)cc1Cl (stereo not drawn)
0	2	COc1ccc2c3c(n(C)c2c1)[C@@H](CO)N(Cc1ccncc1)CC31CCN(C(=O)Cc2ccncc2)CC1
-13	2	CCOC(=O)[C@]12CCCC=C1N(Cc1ccco1)C(=O)[C@H](CC(=O)NCCCOC)C2
-2	3	Oc1ccc(Br)c(CN2CCN(c3ncc(Cc4ccccc4)cn3)CC2)c1
1	4	COc1ccc(-c2ccc3c(c2)[C@H]2[C@H](CCN2C(=O)C2CCCC2)[C@H](CO)N3C)cc1
0	4	CN(CCc1ccccc1)C(c1cc2ccccc2o1)c1nnnn1C(C)(C)C (stereo not drawn)
-7	9	CCC(=O)N1[C@H](CO)[C@H](c2ccc(-c3ccccc3)cc2)[C@H]1CNC(=O)C1CC1
-2	5	Cc1ccc(/C(N)=N/OC(=O)CSc2ccccc2)cc1
-2	0	Cc1ccc(C(=O)N/C(=C/c2ccco2)C(=O)Nc2cccc(C(=O)O)c2)cc1
-3	-3	O=S1(=O)CC(N2CCN(CCO)CC2)CN1Cc1cn(Cc2ccccc2)nn1 (stereo not drawn)
6	3	CCCCN1CC(COCc2ccccc2)Oc2cccc(Oc3ccc(F)cc3OC)c2S1(=O)=O (stereo not drawn)
-2	-2	COCC(=O)N1CC2(C1)[C@@H](c1ccc(-c3ccccc3)cc1)[C@H](CO)N2C(C)=O
-4	-1	CC(=O)N1[C@H](CO)[C@@H](c2ccc(-c3ccc(C#N)cc3)cc2)C12CN(C(=O)C1CC1)C2
4	-2	Cc1nc(NC(=O)CSc2ccccc2N)sc1C
-3	-2	C[C@H]1CCCCO[C@H](CN(C)C(=O)CCCN(C)C)[C@@H](C)CN([C@@H](C)CO)C(=O)c2cc(NS(=O)(=O)c3cccs3)ccc2O1
-3&5	-2&6	Cc1ccccc1-c1ccc(C2[C@H]3CNC[C@@H]2N3S(=O)(=O)c2cn(C)cn2)cc1 (stereo partly drawn)

# Already shown: seven of the compounds above.
SIRT5 block	ERp5 block	canonical_smiles
-3	-3	O=S1(=O)CC(N2CCN(CCO)CC2)CN1Cc1cn(Cc2ccccc2)nn1 (stereo not drawn)
6	3	CCCCN1CC(COCc2ccccc2)Oc2cccc(Oc3ccc(F)cc3OC)c2S1(=O)=O (stereo not drawn)
-2	-2	COCC(=O)N1CC2(C1)[C@@H](c1ccc(-c3ccccc3)cc1)[C@H](CO)N2C(C)=O
-4	-1	CC(=O)N1[C@H](CO)[C@@H](c2ccc(-c3ccc(C#N)cc3)cc2)C12CN(C(=O)C1CC1)C2
4	-2	Cc1nc(NC(=O)CSc2ccccc2N)sc1C
-3	-2	C[C@H]1CCCCO[C@H](CN(C)C(=O)CCCN(C)C)[C@@H](C)CN([C@@H](C)CO)C(=O)c2cc(NS(=O)(=O)c3cccs3)ccc2O1
-3&5	-2&6	Cc1ccccc1-c1ccc(C2[C@H]3CNC[C@@H]2N3S(=O)(=O)c2cn(C)cn2)cc1 (stereo partly drawn)

# Continuation:
SIRT5 block	ERp5 block	canonical_smiles
-4	-8	CCCCC1OC(CCc2ccccc2)CC2=C1C(=O)OC(C)(C)O2 (stereo not drawn)
-6	-1	CCS(=O)(=O)N1CC2(C1)[C@@H](c1ccccc1)[C@H](CO)N2C(=O)C1CCCC1
-3	7	CNc1ccc(Cl)cc1S(=O)(=O)c1ccccc1[N+](=O)[O-]
0	2	CC(C)c1[nH]nc2c1C(c1ccccc1)N(Cc1ccccc1)C2=O (stereo not drawn)
4	-1	CN(C)C(=O)c1ccc(-c2ccc3c(c2)[C@@H]2[C@@H](CCN2C(=O)C2CCCC2)[C@H](CO)N3C)cc1
-5	2	CCOCC(=O)Nc1cc(C(=O)OC)cc(C(=O)OC)c1
-5	6	CCOC1CCCc2oc(-c3ccc(OC)cc3)c(C#CCCO)c21 (stereo not drawn)
2	-5	Cc1ccc(NS(=O)(=O)c2cccc(C(=O)NCCCn3ccnc3)c2)cc1
-6	6	CN1CCN(C(=O)[C@H]2[C@H](CO)[C@H]3Cn4c(ccc(-c5ccncc5)c4=O)[C@H]3N2CC2CC2)CC1
-6	2	COCCCNC(=O)C[C@@H]1C[C@@]2(C(=O)OC)CCCCC=C2N(CCC2=CCCCC2)C1=O
2	15	O=C([C@H]1[C@H](CO)[C@H]2Cn3c(cccc3=O)[C@@H]1N2CC1CCCC1)N1CCOCC1
1	-4	COc1ccc(S(=O)(=O)NCc2ccc(C(=O)NCc3cccnc3)cc2)cc1
-2	4	CCOc1cc(N2CCOCC2)c(OCC)cc1NC(=O)c1c(C)noc1C
0	-4	CC(=O)c1sc(NCCOc2ccc(C)cc2)nc1C
1	2	CCCC#Cc1ccc([C@@H]2[C@@H](CO)N3C(=O)CN(C(=O)Nc4ccccc4F)C[C@H]23)cc1
